Screening results deposited in PubChem by National Center for Advancing Translational Sciences (NCATS).
DT40 TDP1 CPT = qHTS for Inhibitors of human tyrosyl-DNA phosphodiesterase 1 (TDP1): qHTS in cells in presence of CPT. chicken DT40 Tdp1-/-;hTDP1 cells + 20 nM CPT, ATP luminescence, 48 h. Potency, µM (titrated, usually from 46.2 µM), for the others: at the highest dose activity change, negative = growth inhibition, usual class: inhibitors. actives 12% (n = 420,000); further: nearly all actives have a fitted effect of over 55% in size
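Chicken DT40 Tdp1-/- cells complemented with human TDP1, 400 cells/well, exposed to compounds plus 20 nM camptothecin for at least 48 h at 37 C; viability read as ATP content by CellTiter-Glo luminescence.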
TDP1 cell noCPT = qHTS for Inhibitors of human tyrosyl-DNA phosphodiesterase 1 (TDP1): qHTS in cells in absence of CPT; DT40 Tdp1-/- hTDP1 cells, no CPT, ATP luminescence, 48 h; actives 15% (n = 420,000); AID 686978, 2013; Potency, µM (series often up to 46.2 µM), for the others: at the highest dose activity change, negative = growth inhibition, most hits filed as inhibitors; further: nearly all actives have a fitted effect of over 55% in size
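Compound effects on proliferation are scored in DT40 Tdp1-/-;hTDP1 cells in the absence of CPT. ATP levels (CellTiter-Glo luminescence) are recorded after a ≥48 hr, 37 °C incubation.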
KAT2A inh = qHTS Assay for Inhibitors of GCN5L2 | AID 504327, 2011 | GCN5L2 HAT assay, ThioGlo1 CoA-SH fluorescence | Potency, µM (series often up to 58.9 µM), for the others: top-dose activity change, negative = inhibition, most hits filed as inhibitors | actives 0.21% (n = 390,000)
Target sequence (Q92830 whole entry, looked up): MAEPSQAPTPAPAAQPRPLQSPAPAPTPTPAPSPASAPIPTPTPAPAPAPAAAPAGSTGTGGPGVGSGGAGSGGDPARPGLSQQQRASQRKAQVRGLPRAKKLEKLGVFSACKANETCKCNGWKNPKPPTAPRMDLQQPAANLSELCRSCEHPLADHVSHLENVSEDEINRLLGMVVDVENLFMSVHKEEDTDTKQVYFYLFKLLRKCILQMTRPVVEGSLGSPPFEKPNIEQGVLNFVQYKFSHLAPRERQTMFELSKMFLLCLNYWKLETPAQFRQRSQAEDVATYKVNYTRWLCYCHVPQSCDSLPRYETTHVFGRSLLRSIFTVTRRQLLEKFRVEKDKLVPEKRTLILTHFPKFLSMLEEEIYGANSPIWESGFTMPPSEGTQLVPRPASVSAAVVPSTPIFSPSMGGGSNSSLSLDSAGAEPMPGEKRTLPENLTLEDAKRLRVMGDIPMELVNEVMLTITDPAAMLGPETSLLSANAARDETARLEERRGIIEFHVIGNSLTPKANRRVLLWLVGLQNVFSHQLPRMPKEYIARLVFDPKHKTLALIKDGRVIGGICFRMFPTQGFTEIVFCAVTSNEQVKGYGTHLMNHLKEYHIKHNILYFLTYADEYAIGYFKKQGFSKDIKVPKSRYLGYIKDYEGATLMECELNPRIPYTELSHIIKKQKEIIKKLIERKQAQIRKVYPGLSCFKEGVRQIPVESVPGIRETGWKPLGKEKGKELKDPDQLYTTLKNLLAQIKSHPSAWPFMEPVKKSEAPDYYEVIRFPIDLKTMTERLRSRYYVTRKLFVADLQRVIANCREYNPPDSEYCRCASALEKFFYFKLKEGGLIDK
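GCN5L2 (20 nM) in 50mM HEPES pH 7.5, 0.1mM EDTA, 0.01% Tween-20 preincubated 15 min with compounds at room temperature. Reaction started with H3(1-25) 75uM, acetyl-CoA 70uM, ThioGlo1 50uM; CoA-thiol fluorescence (Ex340/Em540) read at 0 and 20 min.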
* hit, by the source's call; ? = inconclusive; · = not tested or not shown; [ ] = another dose, or the depositor's remark. The call rests on the fitted dose curve; in most records, active means well fitted curve in the direction sought with a large enough effect; inconclusive means small, poorly fitted or top-dose-only effect, or another doubt; inactive means no such curve, though single readings can be large; an effect the other way counts as inactive or inconclusive. On the % scale 0 is the no-effect control and ±100 the full control effect; potency means the concentration at half of the fitted maximal effect. This is a random part of the collection; 18% or so of the library scored in one or more.

SMILES	DT40 TDP1 CPT	TDP1 cell noCPT	KAT2A inh
COc1ccc(NC(=O)CN(C)C(=O)c2ccc(NS(=O)(=O)c3ccc4[nH]c(=O)[nH]c4c3)cc2)cc1	8%	5%	-4%
CCOC(=O)c1c(NC(=O)NC(C)(C)C)sc2c1CCN(C)C2	13%	0%	?
Cc1ccc2oc(-c3cccc(NC(=O)c4ccc(Br)o4)c3C)nc2c1	?	?	1%
Oc1c(Br)cc(Br)cc1/C=N/c1nc2c(s1)CCCC2	?	16µM*	·
CN1OC[C@@H]2CN(S(=O)(=O)c3cccc4ccccc34)[C@H](c3ccc(N4CCCCC4)cc3)C[C@@H]21	?	?	·
CC(C)c1cc(C(=O)N2CCCC(CCC(=O)NCc3ccccc3F)C2)n(C)n1 (stereo unspecified)	?	13µM*	-2%
Cc1ccccc1-n1c(=O)n(Cc2ccccc2)c(=O)c2[nH]cnc21	0%	-5%	3%
CCn1c(CSc2ncn[nH]2)nc2cc(C(=O)O)ccc21	-4%	2%	-7%
Cc1ccc(CS(=O)Cc2ccc(C(=O)NCc3ccccc3)o2)cc1 (stereo unspecified)	3%	15%	-5%
O=C(Nc1cccc(O)c1)c1cc(-c2ccco2)on1	?	15µM*	-9%

Next part; the last 4 above are carried over.
SMILES	DT40 TDP1 CPT	TDP1 cell noCPT	KAT2A inh
Cc1ccccc1-n1c(=O)n(Cc2ccccc2)c(=O)c2[nH]cnc21	0%	-5%	3%
CCn1c(CSc2ncn[nH]2)nc2cc(C(=O)O)ccc21	-4%	2%	-7%
Cc1ccc(CS(=O)Cc2ccc(C(=O)NCc3ccccc3)o2)cc1 (stereo unspecified)	3%	15%	-5%
O=C(Nc1cccc(O)c1)c1cc(-c2ccco2)on1	?	15µM*	-9%
O=S(=O)(N1CCCCC1)n1c(Cc2ccccc2)nc2ccccc21	-29%	?	-7%
O=C(CSc1nnc(Cc2ccsc2)o1)c1ccccc1	2%	1%	-4%
COc1ccc(NC(C)=O)cc1NC(C)C(=O)Nc1cccc2ccccc12 (stereo unspecified)	2%	-25%	-2%[0.501 µM]
O=C(NNC(=O)c1ccc(=O)[nH]c1)c1ccc(NS(=O)(=O)c2cccs2)cc1	1%	13%	-2%
CC(C)NC(=O)c1cc(C2CCCCN2C(=O)c2ccc(Cl)cc2)on1 (stereo unspecified)	-29%	-11%	·
CCOc1ccccc1N1CC(C(=O)Nc2ccc(C(=O)O)cc2)CC1=O (stereo unspecified)	-8%	8%	0%
Cc1ccc(CNC(=O)CSc2n[nH]c(-c3ccc(F)cc3)n2)cc1	?	16µM*	1%
CCCCC(=O)Nc1nnc(CCc2ccccc2)s1	-5%	-28%	-1%
Cc1ccc(N2C(=O)C(Cl)=C(N3CCCCCC3)C2=O)cc1	-6%	?	-16%
COc1ccccc1N(Cc1ccccc1)S(=O)(=O)c1cccc(C(=O)Nc2cc(C)ccn2)c1	?	26µM*	-9%
C[C@H](NC(=O)[C@H](Cc1ccccc1)n1c(=O)[nH]c2ccccc2c1=O)C(=O)N1CCC[C@H]1C(=O)O	-16%	-1%	0%
Cc1cc2cc(CNC(=O)Nc3cccc(Cl)c3)ccc2n1C	-2%	-11%	-6%
C=CCNC(=S)N(Cc1ccccc1)Cc1ccc(F)cc1	?	-46%	-5%
CC1(C)CC(NC(=O)C(F)(F)F)CC(C)(C)N1OC(=O)c1ccco1	3%	-16%	-3%
Cc1cc(C)cc(NC(=O)c2cc(CN3CCCC3)on2)c1	6%	-10%	2%
CC(Sc1nnc(-c2cccs2)n1-c1ccccc1)C(=O)NCc1ccc2c(c1)OCO2 (stereo unspecified)	-28%	?	-1%
Cc1ccc(NC(=O)CSCC(=O)N2CCCc3ccccc32)cc1	-11%	-23%	-4%
CCN(C)C1CN(Cc2cn(Cc3ccc(C(F)(F)F)cc3)nn2)S(=O)(=O)C1 (stereo unspecified)	-9%	-2%	·
CCN(CC)S(=O)(=O)c1ccc2[nH]c(=O)[nH]c2c1	1%	-29%	-5%
Cc1noc(C)c1S(=O)(=O)N1CCCC(C(=O)Nc2ccc(Cl)cn2)C1 (stereo unspecified)	?	?	-4%
CCOC(=O)CNC(=O)C(CC(N)=O)NC(=O)OC(C)(C)C (stereo unspecified)	8%	-11%	0%
CCC(C)CN1C(=O)CSCC1(C)C(=O)NCc1ccccc1 (stereo unspecified)	?	?	·
Fc1cccc(F)c1C(Nc1nncs1)Nc1nncs1	-5%	-12%	·
COc1ncc2nc(-c3ccccc3)c(=O)n(Cc3cccs3)c2n1	-16%	?	-5%
O=C1NC[C@H](Cc2ccccc2)N(C[C@@H]2CCCN2C[C@H](Cc2ccc(O)cc2)N2C[C@H](Cc3ccccc3)N(CC3CCCCCC3)C(=O)C2=O)C1=O	?	?	·
O=C(Nc1ccccc1N1CCN(C(=O)c2ccc(Cl)cc2)CC1)c1cccc([N+](=O)[O-])c1	?	?	0%
O=C(c1ccncc1)N1CCC2(CC1)CN(c1ccccn1)C2	?	?	-5%
Cc1c(C)c2ccc(OC3CCCCC3=O)cc2oc1=O (stereo unspecified)	5%	-1%	-1%
CS(=O)(=O)Nc1ccc(C(=O)NCCSCc2ccco2)cc1	1%	-2%	-2%
C=CCOc1cccc(/C=N/NC(=O)C(OC)c2ccccc2)c1 (stereo unspecified)	0%	-18%	-6%
Cc1cccc(N2C(=O)CC(N(C(=O)c3ccco3)c3cccc(C)c3)C2=O)c1 (stereo unspecified)	-15%	1%	-8%
COc1ccc(CNC(=O)CCC(=O)n2ncc3cc(C)ccc32)cc1	-2%	2%	-4%
O=C1NCCCC2c3c(cc(Br)c(O)c3Br)OC12N1CCCCC1 (stereo unspecified)	-17%	-3%	2%
NC(Cc1c[nH]c2ccccc12)C(=O)O (stereo unspecified)	-71%	?	·
Cn1c(C(=O)NCCC2=CCCCC2)cc2c(=O)n3ccccc3nc21	-1%	-21%	-3%
COc1ccccc1NC(=O)Cn1c(=O)n(Cc2ccccc2)c(=O)c2sc3ccccc3c21	-10%	-12%	-5%
Cn1c(=O)[nH]c(=O)c2[nH]c(N(Cc3ccccc3)Cc3ccccc3)nc21	?	15µM*	-6%
Cc1cccc(N2CC(C(=O)Nc3nnc(SCc4cccnc4)s3)CC2=O)c1 (stereo unspecified)	2%	3%	-28%
O=C(Nc1cc([N+](=O)[O-])ccc1Cl)C(Sc1ccccc1)c1ccccc1 (stereo unspecified)	?	?	-10%
COc1cccc(-c2noc(C3CCCN(C(=O)c4cccc(F)c4)C3)n2)c1 (stereo unspecified)	?	?	-22%
COC(=O)c1c(C)cc(OC(=O)c2c(C)cc(O)c(C=O)c2O)c(C)c1O	5.8µM*	4.1µM*	-7%
CCOC1CC(C)(C)NC(=S)N1 (stereo unspecified)	4%	-17%	-3%
OC1CCCN(CC(O)COC(c2ccc(F)cc2)c2ccc(F)cc2)C1 (stereo unspecified)	-30%	-24%	-6%
NC(=O)C1CCN(CC(=O)Nc2ccc(S(=O)(=O)N3CCOCC3)cc2)CC1	0%	-25%	-4%
C=C(C)CN(CC)Cc1c(C(=O)N(C)CCCC)nc2ccccn12	?	?	-6%
OC[C@@H]1CN(Cc2ccncc2)C[C@H](n2cnc3c(NC4CCCC4)ncnc32)O1	-20%	-3%	·
CN(CC1COCCO1)c1nc2nonc2nc1N1CCSCC1 (stereo unspecified)	1%	-13%	-11%
CCOC(=O)c1c(C)[nH]c(/C(C)=N/O)c1C	-21%	-16%	0%
COc1ccc(CSc2cccc3cccnc23)cc1[N+](=O)[O-]	?	16µM*	-5%
CC(=O)c1cccc(NC(=O)Cn2c(=O)oc3cc(S(=O)(=O)NC4CCCC4)ccc32)c1	?	?	2%

6 entries picked at random from the list so far:
SMILES	DT40 TDP1 CPT	TDP1 cell noCPT	KAT2A inh
CCOC(=O)CNC(=O)C(CC(N)=O)NC(=O)OC(C)(C)C (stereo unspecified)	8%	-11%	0%
CCN(C)C1CN(Cc2cn(Cc3ccc(C(F)(F)F)cc3)nn2)S(=O)(=O)C1 (stereo unspecified)	-9%	-2%	·
O=C(Nc1cccc(O)c1)c1cc(-c2ccco2)on1	?	15µM*	-9%
CCN(CC)S(=O)(=O)c1ccc2[nH]c(=O)[nH]c2c1	1%	-29%	-5%
C[C@H](NC(=O)[C@H](Cc1ccccc1)n1c(=O)[nH]c2ccccc2c1=O)C(=O)N1CCC[C@H]1C(=O)O	-16%	-1%	0%
COc1ccccc1N(Cc1ccccc1)S(=O)(=O)c1cccc(C(=O)Nc2cc(C)ccn2)c1	?	26µM*	-9%

(cont.)
SMILES	DT40 TDP1 CPT	TDP1 cell noCPT	KAT2A inh
O=[N+]([O-])c1ccc(Nc2nc(N/N=C\c3ccc4c(c3)OCO4)nc(N3CCCCC3)n2)cc1	21µM*	16µM*	-4%
O=[n+]1c2c(n([O-])c3cc(F)ccc31)CCCC2	-26%	-15%	-3%
COCCNC(=O)[C@@H]1CCCN1S(=O)(=O)c1cccc2cccnc12	-11%	-14%	-8%
Cc1cc(C(=O)NNC(=O)Nc2ccc(Cl)cc2)no1	18%	9%	-1%
COc1ccc(CCNC(=O)CCCn2c(=O)c3ccccc3n(Cc3c(C)cc(C)cc3C)c2=O)cc1OC	2%	2%	-4%
CC(C)COc1ccccc1C(=O)NC(CO)C(=O)O (stereo unspecified)	-1%	-5%	-8%
S=C(NCc1ccc(Cl)cc1)Nc1ccccc1Cl	?	?	1%
COC(=O)COc1cc2ccccc2cc1C(=O)Nc1ccccc1	?	?	-8%
CC1CCC(NC(=O)c2cccc(S(=O)(=O)N3CCOCC3)c2)CC1 (stereo unspecified)	-6%	?	·
CCOC(=O)C1=CC[C@@H](c2ccccc2)N(S(=O)(=O)c2ccc(C)cc2)[C@H]1/C=C/c1ccccc1	13µM*	9.2µM*	·

Among those listed so far, 3 have bromine:
SMILES	DT40 TDP1 CPT	TDP1 cell noCPT	KAT2A inh
Cc1ccc2oc(-c3cccc(NC(=O)c4ccc(Br)o4)c3C)nc2c1	?	?	1%
Oc1c(Br)cc(Br)cc1/C=N/c1nc2c(s1)CCCC2	?	16µM*	·
O=C1NCCCC2c3c(cc(Br)c(O)c3Br)OC12N1CCCCC1 (stereo unspecified)	-17%	-3%	2%

Next records.
SMILES	DT40 TDP1 CPT	TDP1 cell noCPT	KAT2A inh
CC(=NNC(=S)N1CCCC1)c1ccccn1	-83%	-90%	·
CO[C@H]1[C@H](NC(=O)C(C)C)c2ccccc2C12CCN(Cc1cnc(N(C)C)s1)CC2	1%[9.04 µM]	1%	·
CNC(=O)c1c(NC(=O)C(C)C)sc2c1CCC2	-28%	?	1%
CN(C(=O)COC(=O)c1n[nH]c2ccccc12)c1ccccc1	6%	11%	0%
CCC/C=C1/CCCOC(C(=O)NCc2ccc(S(C)(=O)=O)cc2)(C(F)(F)F)C1 (stereo unspecified)	9%	-10%	·
CC(C)Cn1c(-c2ccccc2Cl)nc2ccccc21	?	16µM*	-7%
C[C@@H]1CN([C@H](C)CO)C(=O)CCCn2nncc2CO[C@H]1CN(C)S(=O)(=O)c1ccc(Oc2ccccc2)nc1	-5%	-10%	·
COc1ccc(-c2cc3ccc(F)cc3cn2)cc1	?	-27%	-2%
COCCNC(=O)CN1C(=O)NC2(CCCc3cc(OC)ccc32)C1=O (stereo unspecified)	8%	1%	-14%
Cc1cc(=O)oc2cc(OCC(=O)Nc3ccc4[nH]c(=O)[nH]c4c3)ccc12	-27%	-7%	-1%
Cc1nn(C)cc1/C=C/C(=O)c1ccc(O)cc1	1%	?	-8%
Cc1ccc(CSc2nnc(CCCCCNC(=O)OC(C)(C)C)o2)cc1	23µM*	18µM*	-6%
O=C(CCCc1ccccn1)c1ccccc1	9%	6%	·
Cc1ccc(/C=C/C(=O)OCC(=O)Nc2ccc3[nH]c(=O)[nH]c3c2)o1	4%	8%	0%
COc1cc2c(cc1NC(=O)COC(=O)CNC(=O)c1ccccc1)oc1ccccc12	1%	-18%	-12%
O=C(NNC(=O)C1[C@H]2CCCC[C@@H]12)Nc1cccc2ccccc12 (stereo partly specified)	-11%	?	25µM*
COC(=O)c1ccc(N2CN=C(c3ccc(C)cc3)NC2=S)cc1	-4%	8%	-2%
Cc1ccc(-n2c(SCC(=O)c3c(N)n(C4CC4)c(=O)[nH]c3=O)nnc2N2CCOCC2)cc1	-6%	2%	1%
Cc1c(C(=O)NCc2ccc3c(c2)OCO3)oc2ccc(S(=O)(=O)N3CCCCCC3)cc12	?	?	·
